AGP1-GFP MLPCN – yeast TOR pathway AGP1-GFP modulation. S. cerevisiae AGP1-GFP multiplex flow cytometry, 3 h; GFP as percent of DMSO wells. GFP response vs DMSO, % at 10 µM. 320,000 tested, 0.02% active;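 active = GFP response relative to DMSO above a set limit, near screen average plus 3 SD, cut at about 150% in these data; inconclusive = fewer than 70 cells counted for the yeast strain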;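 also: median GFP channel fluorescence of the gated AGP1 strain per well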
BCLXL inh – blocks human Bcl-xL binding to Bim BH3 peptide. inhibition, % at 10.9 µM. GST-Bcl-xL / FITC-Bim BH3 peptide fluorescence polarization. Q07817. 320,000 tested, 0.7% active;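 active = inhibition above the mean of all tested compounds plus 3 SD, cutoff set per campaign, cut at about 30% in these data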;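 also: 0% = DMSO wells and 100% = unlabeled Bim-BH3 peptide competitor; inhibitors lower millipolarization by displacing the labeled peptide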
Target sequence (Q07817 whole entry, looked up): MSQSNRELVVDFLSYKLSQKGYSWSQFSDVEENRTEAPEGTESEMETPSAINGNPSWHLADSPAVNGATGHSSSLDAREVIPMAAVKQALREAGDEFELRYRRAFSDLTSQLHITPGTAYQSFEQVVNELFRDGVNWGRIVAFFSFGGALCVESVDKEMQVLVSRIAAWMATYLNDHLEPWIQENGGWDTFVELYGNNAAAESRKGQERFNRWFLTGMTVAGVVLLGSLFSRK
GRK2 aptamer HTS – blocks RNA aptamer binding to human GRK2; 330,000 tested, 0.59% active; bead flow cytometry, FAM-aptamer displacement from GRK2; inhibition of aptamer binding, % at 10 µM; P25098;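 active = inhibition of aptamer binding above 40%, roughly 3 SD of noise, on plates passing a quality check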;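 also: median bead fluorescence of bound FAM aptamer so fluorescent compounds give negative values; no value below 0 was filed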
CIT2-GFP yeast – yeast TOR pathway CIT2-GFP modulation | S. cerevisiae CIT2-GFP strain, flow cytometry, 3 h; 100 means same as DMSO wells | GFP response vs DMSO, % at 10 µM | AID 2029 | 320,000 tested, 0.065% active;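 active = GFP response relative to DMSO above a set limit, near the screen mean plus 3 SD, cut at about 150% in these data; inconclusive = Fewer than 70 cells measured for a yeast strain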;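 also: ratio of well median GFP fluorescence to mean of DMSO wells on the plate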
MEX-5 binding – C. elegans MEX-5 TCR-2 RNA binding activity | MEX-5/FITC-TCR2 RNA binding, fluorescence polarization; active compounds read low | activity score (negative = inhibition of binding), % at 10 µM | 300,000 tested, 0.38% active;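 active = inhibition past about -25% in most replicates, and total fluorescence under double the plate's negative control median, limit read from the data; inconclusive = replicates evenly split on the limit, or fluorescence at least double controls; inactive = too little inhibition in most replicates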;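 also: 0% = DMSO and -100% = 5 µM competing unlabeled TCR2 RNA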
MCL1 BIM primary – MCL1-BIM-BH3 interaction inhibition (human) | GST-MCL1 / FITC-Bim-BH3 fluorescence polarization | inhibition, % at 10.9 µM | Q07820 | 320,000 tested, 0.68% active;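 active = inhibition above the mean inhibition of all tested compounds plus 3 SD, set per campaign, cut at about 40% in these data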;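 also: 0% = DMSO wells and 100% = unlabeled Bim-BH3 peptide control; higher means more loss of mP so more displacement of Bim peptide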
Target sequence (Q07820 whole entry, looked up): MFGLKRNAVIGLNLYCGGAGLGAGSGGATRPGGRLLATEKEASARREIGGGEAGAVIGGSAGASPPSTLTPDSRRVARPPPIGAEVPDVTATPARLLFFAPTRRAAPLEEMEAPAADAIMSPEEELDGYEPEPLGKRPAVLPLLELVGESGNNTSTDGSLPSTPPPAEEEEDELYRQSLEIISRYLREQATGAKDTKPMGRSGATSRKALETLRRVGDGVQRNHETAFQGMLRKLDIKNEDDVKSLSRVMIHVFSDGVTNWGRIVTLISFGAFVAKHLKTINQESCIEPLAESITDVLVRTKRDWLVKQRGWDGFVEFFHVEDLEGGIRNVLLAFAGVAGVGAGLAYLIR
GLD-1 RNA inh – GLD-1-TGE RNA interaction inhibition (C. elegans); purified GLD-1 + fluorescein TGE RNA, fluorescence polarization; 320,000 tested, 0.44% active; Q17339; inhibition, % at 5.96 µM; AID 2280;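 active = percent inhibition above a per-plate cutoff, the plate mean of test compounds plus 3 SD, cut at about 30% in these data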;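 also: 0% = DMSO wells with GLD-1 and probe and 100% = wells lacking GLD-1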
Target sequence (Q17339 whole entry, looked up): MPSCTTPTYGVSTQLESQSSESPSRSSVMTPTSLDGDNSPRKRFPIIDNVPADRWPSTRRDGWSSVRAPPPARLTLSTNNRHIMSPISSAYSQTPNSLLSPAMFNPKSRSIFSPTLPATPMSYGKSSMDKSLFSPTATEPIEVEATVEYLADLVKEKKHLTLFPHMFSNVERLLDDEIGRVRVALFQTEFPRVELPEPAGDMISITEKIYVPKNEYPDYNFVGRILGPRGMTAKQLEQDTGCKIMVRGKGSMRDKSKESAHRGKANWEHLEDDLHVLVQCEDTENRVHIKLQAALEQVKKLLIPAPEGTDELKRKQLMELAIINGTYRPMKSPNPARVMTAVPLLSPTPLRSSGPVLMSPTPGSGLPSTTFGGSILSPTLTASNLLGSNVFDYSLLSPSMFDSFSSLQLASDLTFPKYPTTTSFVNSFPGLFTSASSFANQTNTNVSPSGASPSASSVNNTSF
Fam108B inh – Fam108B inhibition, counter-screen for RBBP9 inhibitors. 300,000 tested, 0.33% active. inhibition, % at 9.51 µM. AID 1947. recombinant Fam108B, FP-Rh probe fluorescence polarization;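 active = inhibition above the screen mean inhibition plus 3 SD, computed separately per campaign, cut at about 18% in these data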;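 also: inhibitors lower polarization as less probe binds the enzyme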
VLA-4 inh – inhibition in a human VLA-4 binding assay | 330,000 tested, 0.2% active | AID 2557 | P13612 | VLA-4 expressing cells, ligand binding flow cytometry | inhibition, % (about 7 µM as worked out from the volumes in the protocol); in the data active = inhibition above about 50%
An asterisk follows results filed as active; ? = inconclusive; / = not tested or not shown; [ ] = remark or other dose.

1: COc1ccc(-c2c(-c3ccsc3)oc(=O)c3cc(OC)c(OC)cc23)cn1
2: CCOc1ccc(N(CC(=O)NCC2CCCO2)S(=O)(=O)c2ccc(C)cc2)cc1 (centres undefined)
3: COc1ccc(NS(=O)(=O)c2cc(NC(=O)c3cc(F)c(F)cc3Cl)ccc2N2CCOCC2)cc1
4: Cc1ccc(C(=O)NNC(=O)CSc2nc(N)cc(N)n2)cc1
5: CCN1CCN(C(=O)/C=C/c2ccc3c(c2)OCO3)CC1
6: CN(C)CCCN(C(=O)c1ccc(N2C(=O)CCC2=O)cc1)c1nc2c(F)cccc2s1
7: CCN1CCCC1CNC(=O)CCc1nnc(CCC2CCCCC2)o1 (centres undefined)
8: CCOC(=O)C1CCN(C(=O)c2cc(S(=O)(=O)N3CCCCC3)ccc2C)CC1
9: COc1ccc(N(CC(=O)NCc2ccco2)S(=O)(=O)c2ccc(C)cc2)cc1OC
10: Cc1cccc(C)c1NC(=O)CSc1nnc([C@H](C)NC(=O)OC(C)(C)C)o1

compound no.	1	2	3	4	5	6	7	8	9	10
AGP1-GFP MLPCN	111	108	96	103	107	99	98	101[may fluoresce green]	104	100
BCLXL inh	/	-3	/	5	3	5	9	5	0	6
GRK2 aptamer HTS	5	0	0	0	0	0	1	0	2	0
CIT2-GFP yeast	100	108	95	104	106	96	96	109[may fluoresce green]	107	103
MEX-5 binding	/	0.5	/	-7.8	1.3	1.2	-2.6	-1.5	-1.7	0.0
MCL1 BIM primary	/	-3	/	8	8	0	-2	4	-6	3
GLD-1 RNA inh	5	-1	1	-4	-5	4	-2	-4	3	-4
Fam108B inh	/	-2	/	0	9	0	5	9	0	4
VLA-4 inh	-2	-8	5	14	-48	5	6	2	24	13

11: N=c1c2c3c(sc2ncn1Cc1ccco1)CCCCC3
12: CCOC(=O)N1CCN(C(=O)CSc2nnc(Cc3ccccc3)o2)CC1
13: Cc1cc(C)cc(NC(=O)COC(=O)c2ccc3c(c2)OCCO3)c1
14: CCCCC1(CO)C(=O)N(c2ccccc2)N(c2ccccc2)C1=O
15: O=C(Nc1cccc2ncccc12)c1ccc(Br)c([N+](=O)[O-])c1
16: CCN(c1ccccc1)S(=O)(=O)c1cc2c(cc1C)n(C)c(=O)c(=O)n2C
17: Cc1cc(C)c(C)c(C(=O)COC(=O)CNC(=O)CN2C(=O)c3ccccc3C2=O)c1C
18: COc1ccc(C(=O)NC(=S)Nc2ccc(N3CCCC3)cc2)cc1OC
19: COc1ccc(CCN2CC(C(=O)N(C)C3CCOCC3)CCC2=O)cc1 (centres undefined)
20: Cn1c(N)c(S(=O)(=O)c2ccc(Br)cc2)c2nc3ccccc3nc21

compound no.	11	12	13	14	15	16	17	18	19	20
AGP1-GFP MLPCN	89	107	97	107	100	92	84	104	98	91
BCLXL inh	3	4	-1	0	5	-4	3	-1	0	12
GRK2 aptamer HTS	0	1	100*	0	0	0	5	0	0	1
CIT2-GFP yeast	94	106	97	98	103	90	94	91	97	93
MEX-5 binding	-0.9	-1.5	/	2.9	0.5	0.2	-2.9	2.1	-1.1	1.4
MCL1 BIM primary	9	5	0	-6	3	2	5	3	0	10
GLD-1 RNA inh	-2	3	9	-1	4	3	1	1	-3	-3
Fam108B inh	1	-3	/	0	1	0	-8	-2	2	7
VLA-4 inh	14	-5	-7	0	8	-10	4	6	42	0

21: Cc1ccc(S(=O)(=O)NCC(C)n2cncn2)cc1 (centres undefined)
22: O=C(c1cccc(Cl)c1)N1CCC(=O)N(C(COCc2cccc(Cl)c2)Cc2ccccc2)CC1 (centres undefined)
23: O=C(OCC(=O)N1CCc2ccccc21)c1c2c(nc3ccccc13)CCCCC2
24: COc1ccc(Oc2ccc3c(C(F)(F)F)cc(C(F)(F)F)nc3n2)cc1
25: Cc1cccc(Nc2nc(N)c([N+](=O)[O-])c(NCCO)n2)c1
26: CC(C)[C@H](NC(=O)c1ccccc1)C(=O)OCC(=O)Nc1ncc(Cl)cc1Cl
27: CC(=O)N1Cc2cc([N+](=O)[O-])ccc2Oc2ccccc21
28: O=C(Nc1ccc(S(=O)(=O)NCC2CCCO2)cc1)c1ccccc1 (centres undefined)
29: CCOC(=O)N1CCN(C(=O)CSc2ccc3nnc(-c4ccncc4)n3n2)CC1
30: COc1ccc(CC(=O)N(C)C2CCCCC2)cc1S(=O)(=O)N1CCOCC1

compound no.	21	22	23	24	25	26	27	28	29	30
AGP1-GFP MLPCN	87	/	89	102	112	102	98	97	101	98
BCLXL inh	5	6	8	0	8	/	11	1	7	-11
GRK2 aptamer HTS	0	/	3	0	1	2	1	1	8	2
CIT2-GFP yeast	97	/	89	105	105	100	107	104	109	100
MEX-5 binding	0.5	-2.2	0.5	-0.2	1.4	/	0.6	-2.0	-0.3	-0.7
MCL1 BIM primary	-4	8	1	-1	8	/	16	-3	11	-4
GLD-1 RNA inh	1	11	-1	9	1	1	0	3	3	4
Fam108B inh	6	-2	-4	0	1	/	-3	2	-7	-2
VLA-4 inh	-2	/	-19	2	2	7	7	-8	7	9

31: C[C@@H]1CCCCCCCCC(=O)OCCN1C(=O)OC(C)(C)C
32: OCC[C@@H]1C[C@@H](O)[C@H](O)[C@]2(CCCO2)O1
33: Cc1[nH]c2ccccc2c1/C=N/NC(=O)c1cc(C(C)C)[nH]n1
34: c1ccc(Nc2nc(N3CCCC3)nc(N3CCOCC3)n2)cc1
35: COc1ccc(OC)c(Nc2nc(N(C)c3ccccc3)nc(N)c2[N+](=O)[O-])c1
36: CCN1CCN(C(=O)C(=O)c2cn(CC(=O)N3CCCCCC3)c3ccccc23)CC1
37: Cc1ccc(/C=N/NC(=O)c2ccc(Cn3cc([N+](=O)[O-])cn3)o2)cc1
38: Cc1ccc(NC(=S)c2ccncc2)cc1
39: CCC(=O)N(Cc1ccco1)Cc1cc2cc3c(cc2[nH]c1=O)OCO3
40: C=CCC1(C)C(=O)N(c2ccccc2)c2ccccc21 (centres undefined)

compound no.	31	32	33	34	35	36	37	38	39	40
AGP1-GFP MLPCN	112	79	111	87	105	?	108	93	98	109
BCLXL inh	-2	-2	5	-3	7	1	4	2	5	5
GRK2 aptamer HTS	0	2	0	0	3	22	0	6	0	2
CIT2-GFP yeast	107	68	108	89	105	106[may fluoresce red]	109	97	98	94
MEX-5 binding	/	1.4	-1.3	-0.5	-2.2	-7.5	-2.1	-0.1	-8.1	1.0
MCL1 BIM primary	4	5	2	-3	6	1	7	5	0	0
GLD-1 RNA inh	3	3	0	11	-3	4	-5	9	9	2
Fam108B inh	/	1	4	2	10	0	-5	2	0	-2
VLA-4 inh	0	8	3	5	-11	-3	7	3	-2	-25

Profiles, quoted from the list:
Listed for `Cc1ccc(NC(=S)c2ccncc2)cc1` → AGP1-GFP MLPCN = 93; BCLXL inh = 2; GRK2 aptamer HTS = 6; CIT2-GFP yeast = 97; MEX-5 binding = -0.1; MCL1 BIM primary = 5; GLD-1 RNA inh = 9; Fam108B inh = 2; VLA-4 inh = 3
Listed for `COc1ccc(OC)c(Nc2nc(N(C)c3ccccc3)nc(N)c2[N+](=O)[O-])c1` → AGP1-GFP MLPCN = 105; BCLXL inh = 7; GRK2 aptamer HTS = 3; CIT2-GFP yeast = 105; MEX-5 binding = -2.2; MCL1 BIM primary = 6; GLD-1 RNA inh = -3; Fam108B inh = 10; VLA-4 inh = -11

(next part)
41: COc1ccc(C)cc1NC(=O)CN1C(=O)COc2ccc(C)cc21
42: CC[n+]1ccc2cc(OC)c(OC)cc2c1Cc1ccc(OC)c(OC)c1
43: CCC(CC)c1nnc(NC(=O)CCS(=O)(=O)Cc2ccccc2)s1
44: Cn1c(=O)cc(OCCCC(=O)NCc2ccccn2)c2ccccc21
45: CCOC(=O)c1sc2ccc(S(=O)(=O)N3CC(C)CC(C)C3)cc2c1N (centres undefined)
46: CCOC(=O)N1CCN(C(=O)c2ccc(OC)cc2)CC1
47: Cc1nc2sc(C(c3ccc(Cl)cc3)N3CCN(c4ccccc4F)CC3)c(O)n2n1 (centres undefined)
48: Cn1c(Cn2nnc3ccccc32)nnc1SCC(=O)c1ccccc1F
49: COC(=O)c1ccccc1-n1c(CCC(=O)O)ccc1-c1ccccc1
50: CN(C)c1nnnn1Cc1ccccc1

compound no.	41	42	43	44	45	46	47	48	49	50
AGP1-GFP MLPCN	97	101	100	99	104	99	89	97	97	99
BCLXL inh	-3	-13	2	8	5	2	5	-2	8	1
GRK2 aptamer HTS	0	0	0	0	2	3	1	5	2	0
CIT2-GFP yeast	101	94	104	101	101	98	93	109	95	101
MEX-5 binding	1.0	2.1	0.7	0.1	2.5	-2.7	-1.6	1.1	-2.5	-0.5
MCL1 BIM primary	-4	-17	3	7	13	-1	7	0	0	0
GLD-1 RNA inh	10	7	6	4	2	3	-7	-5	-7	0
Fam108B inh	-5	-2	1	-2	1	2	-2	8	-1	1
VLA-4 inh	-6	4	-7	9	9	9	8	-5	-7	-4

51: CSc1ccc(CN2CCCCCC2)cc1
52: CC(NC(=O)[C@H](C)NC(=O)c1ccco1)c1ccc(S(N)(=O)=O)cc1 (some centres undefined)
53: COc1ccc2oc(C(=O)OCC(=O)NCCc3ccccc3)c(C)c2c1
54: CCOC(=O)c1c(-c2ccc(C)cc2)csc1NC(=S)NC(=O)c1ccccc1
55: COC(=O)CCC(=O)c1oc2ccc(OC)cc2c1N
56: COc1ccc(S(=O)(=O)Cc2ccc(C(=O)NCCc3cc(OC)ccc3OC)o2)cc1
57: NC(=O)c1ccccc1NC(=O)c1ccc2c(c1)OCO2
58: COc1ccc(CCC(=O)OC(C)C(=O)c2ccc(C)cc2)cc1 (centres undefined)
59: COc1ccc(CNC(=O)C2CC(c3cccc([N+](=O)[O-])c3)=NO2)cc1 (centres undefined)
60: Nc1nonc1-c1noc(-c2ccccc2)n1

compound no.	51	52	53	54	55	56	57	58	59	60
AGP1-GFP MLPCN	106	103	106	/	99	105	96	94	81	93
BCLXL inh	8	-2	-2	-3	0	1	2	0	-1	2
GRK2 aptamer HTS	3	1	3	3	0	1	0	0	0	3
CIT2-GFP yeast	105	100	92	94	101	90	91	85	70	95
MEX-5 binding	-1.1	0.2	1.1	2.3	0.8	-1.2	-0.7	-0.9	-2.4	1.5
MCL1 BIM primary	14	4	-4	4	3	0	-5	-6	1	-2
GLD-1 RNA inh	-5	1	4	1	-4	8	6	1	3	1
Fam108B inh	1	-3	0	-19	5	-2	3	-1	1	-2
VLA-4 inh	5	3	0	-7	3	10	17	9	14	-11

61: O=C(c1cccc(Br)c1)N1CCN(C(=O)c2cccc(Br)c2)CC1
62: O=C1c2ccccc2C(=O)N1CCOc1ccccc1
63: CC(C)(C)N1CC(COc2ccccc2)OC1=O (centres undefined)
64: Cc1ccc(/C=N/Nc2ncnc3nc[nH]c23)cc1
65: CC(c1ccccc1)n1cc(C(=O)NCc2ccncc2)nn1 (centres undefined)

compound no.	61	62	63	64	65
AGP1-GFP MLPCN	98	95	92	108	101
BCLXL inh	7	3	0	3	5
GRK2 aptamer HTS	2	1	0	0	2
CIT2-GFP yeast	96	87	89	101	98
MEX-5 binding	1.0	-0.6	0.2	-26*	-0.2
MCL1 BIM primary	5	2	1	2	-2
GLD-1 RNA inh	-4	13	3	4	2
Fam108B inh	1	5	-2	3	2
VLA-4 inh	0	-4	1	5	-2
